Statin myotox sup = suppression of simvastatin myotoxicity | C2C12 myotubes + simvastatin, ATP luminescence, 48 h; scaled: DMSO 0, geranylgeraniol control 100 | rescue of ATP level, % at 7.49 µM | actives 0.78% (n = 330,000) | AID 602340;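 active means mean ATP rescue above about 67%, or every replicate alone reaching that limit, limit read from the data, passing the limit was not always enough; inconclusive means no clear call, values can overlap the other calls; inactive means mean under the limit and some replicate under it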;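 further: myotubes were challenged with 10 µM simvastatin during compound exposure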
Cneo AK release = causes C. neoformans cell lysis; actives 0.2% (n = 360,000); adenylate kinase release luminescence, 4 h; normalised: neutral wells 0, clomiphene wells 100; lysis activity, % at 15 µM; AID 651654;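 active means mean lysis activity across replicates of at least 80%, whatever share of replicates individually reach that level; inactive means mean lysis activity below 80%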
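Assay system: Cryptococcus neoformans yeast cells / Dosing: single-point compound dose / Timing: 4 h at 37 °C static, read 1 h later / Measured by: luminescence of released adenylate kinase using an AK detection reagent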
PGC1a acetyl inh = lowers PGC1a acetylation signal in U2OS cells. inhibition, % at 15.6 µM. AlphaScreen anti-acetyl-lysine; with virally co-expressed GCN5 acetyltransferase. AID 651687. actives 0.17% (n = 350,000);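 active means every replicate shows inhibition of at least 40%; inconclusive means mean inhibition at least 40% but some replicate below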;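 further: 0% = neutral control wells and 100% = positive control wells; some results beyond the cut were filed as inactive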
LGR2 inh = blocks bursicon-induced cAMP signaling via Drosophila LGR2; HEK293 LGR2, CRE-luciferase, bursicon-stimulated, 4 h; inhibition, % at 9.99 µM; actives 0.35% (n = 380,000); AID 720647;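 active means drop in luminescence signal, shown as inhibition above about 50% in the replicate tests, limit read from the data, passing the limit was not always enough; inconclusive means probably only some replicates passing the limit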;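 further: agonist challenge used bursicon conditioned medium at about half maximal strength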
PAX8 reporter = PAX8 transcriptional activity inhibition; actives 1.2% (n = 360,000); inhibition, % at 12.6 µM; AID 652154; RMG-I TPO-luciferase reporter, SteadyGlo, 24 h;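 active means mean replicate inhibition at least 60% with every replicate also reaching 60%; inconclusive means only one of the two criteria is met; inactive means mean below 60% and not all replicates reaching 60%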;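 further: luciferase light reporting Pax8 driven TPO promoter activity; plate controls were median of neutral control wells for no effect and mitoxantrone controls for full effect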
INS-1E GSIS act = GLuc luminescence reporter in INS-1E cells, primary screen for activators of glucose-dependent secretion of insulin. INS-1E GLuc reporter insulin secretion, 2-3 h. activation, % at 16.6 µM. actives 0.61% (n = 370,000);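 active means lowest replicate activation of at least 40%, so every replicate reaches that level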;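 further: 0% = median of neutral control wells and 100% = median of IBMX positive control wells; some compounds called inactive have numbers as strong as hits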
PglD DTNB = PglD (C. jejuni) enzyme inhibition. purified PglD enzyme, DTNB colorimetric CoA detection. inhibition, % at 12.5 µM. actives 0.098% (n = 360,000); in the data active means inhibition above about 16%, passing the limit was not always enough; inconclusive means no clear call, values can overlap the other calls; further: strong numbers were not always called active
ARNT TACC3 PPI = ARNT/TACC3 interaction disruption; Q9Y6A5; AlphaScreen His-ARNT PAS-B/GST-TACC3 binding, luminescence; TACC3 fragment carries E629A point mutation; inhibition, % at 9.99 µM; actives 0.66% (n = 390,000); AID 623870;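 active means mean inhibition of replicates at least 50% and at least half of replicates each reaching 50%; inconclusive means half or more replicates reach 50% but mean below 50%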;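 further: 0% = complete ARNT plus TACC3 wells and 100% = ARNT alone without TACC3; many hits fall short of the cut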
Starred values were filed as active, the others as inactive; ? = inconclusive; . = not tested or not shown.

The opening five entries (preview)
SMILES | Statin myotox sup | Cneo AK release | PGC1a acetyl inh | LGR2 inh | PAX8 reporter | INS-1E GSIS act | PglD DTNB | ARNT TACC3 PPI
CN(C)C(=O)/C(=C\c1ccc(-c2cccc([N+](=O)[O-])c2)o1)NC(=O)c1ccccc1 | . | . | 1.1 | -21.7 | 0.8 | 4.8 | . | 4.0
Cc1ccc2cc(CN(C)C(=O)C3CCCO3)c(=O)[nH]c2c1 (stereo not given) | . | 1.1 | -4.9 | -2.0 | . | 6.7 | 1.0 | -1.9
CCC1CN(C(=O)N2CCC(C(=O)NCc3ccc(C)o3)CC2)c2cc(C)ccc2O1 (stereo not given) | -14.7 | -1.3 | -0.2 | -4.1 | 7.0 | -12.8 | 6.9 | -2.8
CN(C)/C=N/c1nc2nccc(-c3ccccn3)n2n1 | . | . | ? | 18.7 | 7.3 | 9.8 | . | 0.4
Cc1ccc(C(C)(C)C)c(SCC(=O)Nc2nnc(C)s2)c1 | 9.5 | 2.8 | . | -5.7 | 6.2 | -9.4 | 4.7 | 27.3

Results (from the top)
SMILES | Statin myotox sup | Cneo AK release | PGC1a acetyl inh | LGR2 inh | PAX8 reporter | INS-1E GSIS act | PglD DTNB | ARNT TACC3 PPI
CN(C)C(=O)/C(=C\c1ccc(-c2cccc([N+](=O)[O-])c2)o1)NC(=O)c1ccccc1 | . | . | 1.1 | -21.7 | 0.8 | 4.8 | . | 4.0
Cc1ccc2cc(CN(C)C(=O)C3CCCO3)c(=O)[nH]c2c1 (stereo not given) | . | 1.1 | -4.9 | -2.0 | . | 6.7 | 1.0 | -1.9
CCC1CN(C(=O)N2CCC(C(=O)NCc3ccc(C)o3)CC2)c2cc(C)ccc2O1 (stereo not given) | -14.7 | -1.3 | -0.2 | -4.1 | 7.0 | -12.8 | 6.9 | -2.8
CN(C)/C=N/c1nc2nccc(-c3ccccn3)n2n1 | . | . | ? | 18.7 | 7.3 | 9.8 | . | 0.4
Cc1ccc(C(C)(C)C)c(SCC(=O)Nc2nnc(C)s2)c1 | 9.5 | 2.8 | . | -5.7 | 6.2 | -9.4 | 4.7 | 27.3
CC(=O)c1cccc(N2C(=NC(=O)CCc3ccccc3)SC3CS(=O)(=O)CC32)c1 (stereo not given) | -0.6 | 6.4 | 2.2 | -5.6 | 2.0 | 3.6 | -2.9 | 2.6
C[C@@H]1CN([C@@H](C)CO)C(=O)c2cc(NC(=O)Nc3ccccc3)ccc2O[C@@H](C)CCCCO[C@H]1CN(C)S(=O)(=O)c1cccs1 | . | -0.3 | -4.9 | 1.3 | 5.5 | 5.9 | -1.0 | 0.2
Cc1cccc(C)c1Cn1c(C)c(C(=O)NCCC#N)sc1=O | 4.4 | -0.2 | . | -3.9 | -24.9 | 20.4 | -3.2 | .
CN1CCN(S(=O)(=O)c2cccc(C(=O)Nc3sc4c(c3C(N)=O)CCCC4)c2)CC1 | -2.9 | 0.2 | -4.7 | . | . | . | 7.5 | 6.9
CC(C)(C)NC(=O)/C=N/O | . | -9.0 | -6.4 | -2.3 | -6.2 | 18.6 | -7.4 | -5.1
COc1cc(NC(=O)CSc2nnc(Cn3nnc4ccccc43)n2C)cc(OC)c1 | . | 0.6 | 4.3 | . | 10.9 | . | -2.3 | .
COc1ccc(Cl)cc1NC(=O)CSc1nnc(CNC(=O)c2ccco2)o1 | 0.2 | -0.3 | . | -7.8 | 11.3 | -5.0 | -0.5 | .
COc1ccccc1CNC(=O)c1ccccc1C(=O)NC(C)(C)C(=O)NCc1ccccc1OC | . | . | . | -1.8 | -14.2 | 8.5 | . | -3.7
C[C@@H]1CN([C@H](C)CO)C(=O)c2cccc(NC(=O)C3CC3)c2O[C@H]1CN(C)Cc1ccccc1 | 15.5 | -0.4 | 20.1 | -8.2 | 16.6 | -6.9 | 13.9 | 5.1
CC(C)c1ccc(CC(=O)N2CCC2(C)C(=O)NS(=O)(=O)c2ccc(C(C)(C)C)cc2)cc1 (stereo not given) | -10.8 | -5.9 | . | -8.6 | -11.8 | 2.9 | 2.1 | .
COc1ccc(NC(=O)NN2CCN(C)CC2)cc1OC | . | -1.4 | . | -11.5 | 5.0 | 11.9 | 2.4 | -2.8
COc1ccc2nc(NC(=O)c3ccc(-n4nc(C)cc4C)cc3)sc2c1 | 0.0 | 0.8 | 3.4 | . | . | . | 0.4 | -11.5
O=C(NNC(=O)c1cc2ccccc2oc1=O)c1ccccc1 | 12.5 | -4.1 | . | 13.3 | -74.6 | -8.7 | -2.9 | -1.5
C[C@@H]1CN([C@@H](C)CO)S(=O)(=O)c2ccc(-c3ccccc3)cc2O[C@H]1CN(C)Cc1cccnc1 | -101.2 | -0.3 | 5.4 | 0.5 | ? | -9.2 | -3.7 | 25.2
CC(C)(C)n1nnnc1CN1CCN(C(c2ccccc2)c2ccccc2)CC1 | 51.4 | 2.1 | 4.0 | . | . | . | -0.7 | -4.6
CC(C)(C)S(=O)N1Cc2cc(C(=O)N[C@@H]3CCN(Cc4ccccc4)C3)nc(-c3cccc(-c4cc5ccccc5o4)c3)c2[C@@H]1CCO (stereo not given in full) | -1.8 | 2.1 | 2.6 | 6.8 | 27.1 | -10.2 | -6.6 | .
CC(=O)c1ccc(N(CC(=O)NC2CCS(=O)(=O)C2)S(=O)(=O)c2ccc(Cl)cc2)cc1 (stereo not given) | 0.5 | 9.8 | -0.3 | -13.4 | -6.9 | -6.8 | -1.0 | -3.4
Cc1cccc(NC(=O)Nc2ccc3c(c2)C(=O)N(C)[C@@H]2CC[C@H](CC(=O)O)O[C@H]2CO3)c1 | 8.8 | -2.0 | 2.2 | -10.8 | 8.5 | 4.7 | -1.3 | 0.8
O=C(c1[nH]c(C(F)(F)F)nc1-c1ccccc1)N1CCCCC1 | 0.4 | 0.8 | -3.4 | 1.0 | 7.6 | 15.8 | 4.6 | .
Cn1cnc(S(=O)(=O)N2C[C@H](O)COC[C@H]3O[C@@H](CC(=O)NC4CCCC4)CC[C@@H]32)c1 | 9.3 | -2.7 | 12.4 | 11.2 | -11.4 | 5.1 | 9.3 | -11.1
CN(C)S(=O)(=O)c1cccc(C(=O)OCC(=O)Nc2ccc3c(c2)OCCO3)c1 | 10.8 | 0.0 | 3.5 | -20.2 | 0.4 | 14.2 | -2.5 | 5.0
O=C(C1CCCC1)N1CCCCN2[C@H](CO)[C@H](c3ccc(C4=CCCC4)cc3)[C@@H]2C1 | 15.3 | -3.5 | 0.7 | 18.0 | 18.6 | -6.6 | -1.9 | 4.3
N#C/C(=C/c1ccc(-c2ccccc2)o1)c1nc(-c2cccs2)cs1 | . | . | . | -9.9 | 17.0 | 0.0 | . | -4.8
COc1ccc(CNC(=O)COc2cc(=O)n(C)c3ccccc23)cc1 | . | . | . | -5.1 | -2.9 | 11.7 | . | 0.9
O=C(Cn1nnc2ccccc2c1=O)NC1CCCCC1 | -6.8 | 0.9 | . | 4.2 | -36.0 | 5.1 | 4.9 | -9.5
COc1ccc(/C(O)=C/C(=O)C(=O)NNC(=O)c2ccccc2)cc1 | 15.3 | -0.3 | 1.5 | 7.6 | 3.3 | 0.8 | 2.3 | 6.1
Cc1noc(C)c1NC(=O)Nc1ccc2c(c1)C(=O)N([C@@H](C)CO)C[C@@H](C)[C@H](CN(C)C(=O)Nc1ccc(C(F)(F)F)cc1)O2 | -1.9 | 45.3 | -2.8 | 20.6 | . | -1.6 | -3.4 | 0.9
CCn1c2ccccc2c2cc(/C=N/NC(=O)c3cccc(C)c3)ccc21 | . | -1.7 | -9.5 | . | . | . | -4.5 | -1.7
CCc1ccccc1NC(=O)CSc1nnc([C@@H](N)Cc2ccccc2)o1 | 4.0 | -1.4 | . | . | -0.4 | . | -3.3 | -9.4
O=C(NCc1ccccc1F)C1CCN(C(=O)c2sccc2-n2cccc2)CC1 | . | . | . | 2.1 | 4.9 | 4.5 | . | 0.1
COc1ccccc1CCNC(=O)C(C)n1nc(C)c2c(C)n(-c3ccccc3)nc2c1=O (stereo not given) | 4.0 | 6.3 | -6.2 | 6.1 | 14.5 | 14.0 | -4.0 | -0.8
CC(C)CC(=O)NC(=S)Nc1ccc(N2CCOCC2)c(Cl)c1 | . | . | -6.0 | 10.9 | -8.5 | -22.3 | . | 2.5
COc1cccc(NC(=O)N2CCCC2C(=O)NC2CC2)c1 (stereo not given) | -2.4 | 1.6 | 4.5 | . | 8.1 | . | 3.8 | -1.5
Cc1ccc(-c2nc3ccccc3nc2Cl)cc1 | . | . | 5.6 | -55.9 | 17.8 | 18.2 | . | -3.6
Cc1cc(N2CCOCC2)nc(SCc2ccc(Cl)cc2Cl)n1 | 6.5 | -5.8 | -4.8 | . | . | . | -3.6 | -5.7
Cc1cccc(C)c1-n1nnnc1SCSc1nnnn1-c1c(C)cccc1C | -53.9 | -3.0 | 6.5 | . | . | . | -6.6 | -1.8
COc1ccc(-c2ccc([C@H]3[C@@H](CO)N4CCCCN(C(=O)c5ccc(F)cc5)C[C@@H]34)cc2)cc1 | . | 47.9 | -0.9 | -2.8 | 4.5 | -12.5 | 1.7 | 4.5
CCN1[C@@H]2Cn3c(ccc(C4=CCCCC4)c3=O)[C@H]1[C@@H](C(=O)N1CCOCC1)[C@@H]2CO | -7.6 | -0.5 | . | -5.7 | . | 1.1 | 0.7 | 1.3
CC1CC(C)CN(S(=O)(=O)c2cc(C(=O)O)c(Cl)s2)C1 (stereo not given) | 7.8 | 1.4 | 9.7 | 0.1 | 0.2 | 10.6 | 0.0 | 4.1
Nc1nc2c(s1)C(=O)CCC2 | 90.5* | -1.6 | -4.7 | 18.7 | . | 6.5 | -1.5 | 3.1
O=C(COC(=O)c1cccc(F)c1)NC(=O)NC1CCCC1 | -0.6 | 2.8 | -1.1 | -2.7 | -19.3 | 0.9 | 3.2 | 8.7
CN(C)CCN(Cc1ccco1)C(=O)c1cc2c(Cl)nc3ccccc3c2s1 | . | . | . | -6.7 | -2.4 | 10.0 | . | -12.7
O=C(CN1C(=O)NC2(CCc3ccccc32)C1=O)c1ccc(F)cc1 (stereo not given) | -3.2 | 1.3 | . | 8.9 | -10.8 | 9.0 | 1.0 | -18.2
COc1ccc(NC(=O)N[C@H]2CC[C@@H](CC(=O)NCc3ccccn3)O[C@@H]2CO)cc1 | 17.7 | -0.9 | -0.7 | -4.2 | 20.7 | 14.3 | 4.3 | 7.8
C[C@H](CO)N1C[C@H](C)[C@H](CN(C)C(=O)NC2CCCCC2)Oc2ccc(NC(=O)Nc3ccc4c(c3)OCO4)cc2C1=O | -8.4 | -1.0 | 2.7 | -4.8 | . | -5.9 | 0.8 | -5.1
CCCCCOC(=O)Cn1c(=O)c2c(nc(N3CCOCC3)n2C)n(C)c1=O | -16.0 | -2.8 | 0.1 | . | 8.1 | . | 2.7 | -4.7
O=C(Nc1ccccc1Cl)N1[C@H](CO)[C@H]2c3ccccc3NC[C@H]21 | 42.4 | -1.6 | -4.5 | 4.8 | -15.0 | 5.1 | -3.3 | 6.0
Cc1cc(C)n2nc(SCC(=O)N/N=C/c3ccc(F)cc3)nc2n1 | -34.0 | 0.3 | 14.2 | -7.4 | . | -9.6 | 1.3 | -7.5
O=C1C(Cl)=C(NCC2CCCO2)C(=O)N1CCc1ccccc1 (stereo not given) | 7.3 | 0.5 | -2.6 | . | . | . | -3.1 | -11.3
COc1ccc(S(=O)(=O)N(C)C[C@H]2Oc3ccc(NS(=O)(=O)c4ccc(C)cc4)cc3C(=O)N([C@H](C)CO)C[C@H]2C)cc1 | . | . | 6.2 | 2.1 | -11.1 | -26.0 | . | .

Bioassay records (PubChem BioAssay)
